KinaseGlo FLuc – Counterscreen for Luciferase (Kinase-Glo TM) Inhibition. 200,000 tested, 0.28% active. Potency, µM (doses to about 38.3 µM), inactives show at the top dose activity change, negative = inhibition, usual class: inhibitors. Luciferin 4-monooxygenase (Photuris pensylvanica), Q27757. Kinase-Glo luciferase, ATP luminescence, 8 min. AID 1379, 2008; also: potency is read from the fitted curve at half-maximal effect; % is scaled to controls: 0 for no effect and ±100 for the full control effect; nearly all actives have a fitted effect of over 60% in size
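Light output from Kinase-Glo luciferase with luciferin and 10 uM ATP in 50 mM imidazole pH 7.2, KCl, MgCl2, Tween 20, BSA; compound pin-delivered, 8-min ambient incubation, then luminescence read.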
IMPase Li cell – qHTS Assay for Identifying the Cell-Membrane Permeable IMPase Inhibitors: Potentiation with Lithium; CHO-M1 cells, IP1 TR-FRET (IP-One), carbachol + lithium; Potency, µM (titrated, usually from 59.4 µM), inactives show at the top dose activity, negative = IMPase inhibition, actives largely listed as inhibitors; 210,000 tested, 0.35% active; AID 1457, 2008;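 also: IP1 builds up when IMPase is blocked and the TR-FRET signal falls; potency is read from the fitted curve at half-maximal effect; plate controls were basal vehicle for no effect and high inhibitor control for full effect; nearly all actives have a fitted effect of over 50% in size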
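Steps: plate 2000 CHO-M1 cells per well and culture 16–30 h; add compound and lithium; incubate 30 min, 37C; add d2-IP1 tracer and Eu cryptate anti-IP1 antibody in lysis buffer; read after 10 min at room temperature.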
CBFb-RUNX1 inh – qHTS Assay for Compounds Blocking the Interaction Between CBF-beta and RUNX1 for the Treatment of Acute Myeloid Leukemia; Runt-related transcription factor 1 (Homo sapiens) + Core-binding factor subunit beta …; AlphaScreen CBFb-His/RUNX1-biotin binding, biochemical; Potency, µM (doses to about 59.8 µM), inactives show top-dose activity, negative = inhibition, usual class: inhibitors; 230,000 tested, under 10 active; AID 1477, 2009; also: % of control where 0% means no effect
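CBF-beta (His) and RUNX1 (biotin), 30 nM each; 20 min preassociation; + compound, 15 min; + beads 50 ng each (Ni, streptavidin), 90 min; RT; AlphaScreen read.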
SMN2 splice enh – qHTS Assay for Enhancers of SMN2 Splice Variant Expression. HEK293 SMN2-luciferase splicing reporter, luminescence, 30-36 h. Potency, µM (highest dose often 46.1 µM), for inactives: at the highest dose activity change, positive = activation, hits mostly activators. 210,000 tested, 2.8% active. AID 1458, 2008; also: potency is read from the fitted curve at half-maximal effect; % of control where 0% means no effect; nearly all actives have a fitted effect of over 55% in size
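qHTS luciferase splicing reporter: luminescence rises when SMN2 exon 7 is included in transfected HEK293 cells. Compound exposure lasted 30-36 h at 37C, with 4.5 mM final sodium butyrate as control, followed by a ONE-Glo read.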
HTT ATP protect – qHTS Multiplex Assay to Identify Dual Action Probes in a Cell Model of Huntington: Cytoprotection (ATP); PC12 HTT-Q103 induced, cytoprotection, ATP luminescence, 40 h; Potency, µM (doses to about 56.4 µM), inactives show cytoprotection (ATP increase), actives largely listed as activators; 230,000 tested, 0.14% active;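 also: potency is read from the fitted curve at half-maximal effect; % of control where 0% means no effect; nearly all actives have a fitted effect of over 45% in size; toxic huntingtin expression switched on by the ecdysone agonist tebufenozide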
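ATP quantification (ATPlite) reports survival of PC12 cells in which tebufenozide, 100 nM final, switches on Htt exon 1 with 103 glutamines linked to GFP; compounds are titrated.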
HttQ103 aggreg – qHTS Multiplex Assay to Identify Dual Action Probes in a Cell Model of Huntington: Aggregate Formation (GFP); 220,000 tested, 1.1% active; PC12 HttQ103-GFP aggregates, Acumen cytometry, 40 h; Potency, µM (doses to about 46.1 µM), without a hit: at the highest dose activity change, negative = inhibition, most hits filed as inhibitors; also: potency is read from the fitted curve at half-maximal effect; % is scaled to controls: 0 for no effect and ±100 for the full control effect; nearly all actives have a fitted effect of over 60% in size
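PC12/HTTQ103-GFP, ecdysone-inducible; teb 100 nM; cpd qHTS titration; GFP aggregates read on laser cytometer, Ex 488/Em 500-530 nm.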
LMNA splice mod – qHTS Assay for Modulators of Lamin A Splicing; HeLa LMNA splicing GFP/RFP minigene ratio, 48 h; 200,000 tested, 0.01% active; Potency, µM (doses to about 46.1 µM), without a hit: at the highest dose ratio change, negative = inhibition, most hits filed as inhibitors; active = well fitted inhibition curve with a large enough effect in the signal ratio, with a control signal flat, not every such curve was filed as active; inconclusive = small, poorly fitted or top-dose-only effect, or effect the other way, or a change in a side signal; the % refers to the signal ratio; also: potency is read from the fitted curve at half-maximal effect; % is scaled to controls: 0 for no effect and ±100 for the full control effect
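S3 HeLa stable clones carrying a lamin A-EGFP splicing minigene plus DsRed2 were seeded at 600 cells/well in Opti-MEM with 2% FBS, pin-dosed and incubated 48 h at 37°C. Acumen cytometry (488 nm) gave the GFP/RFP total-intensity ratio.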
Numbers without * were called inactive; ? = inconclusive; / = no result given; & = joins results of further samples; [ ] = another dose, or the depositor's remark. Unless noted, calls follow the shape of the dose curve; as a rule, active = well fitted curve in the direction sought with a large enough effect; inconclusive = small, poorly fitted or top-dose-only effect, or another doubt; inactive = no such curve, though single readings can be large; an effect the other way counts as inactive or inconclusive. These rows are one share of the data (hit frequency here may not be typical).

Compound	KinaseGlo FLuc	IMPase Li cell	CBFb-RUNX1 inh	SMN2 splice enh	HTT ATP protect	HttQ103 aggreg	LMNA splice mod
Cc1ccc(-n2c(O)c(C=NCCN3CCOCC3)c(=O)[nH]c2=O)cc1	-2%	7%[38.3 µM]	6%	4%	-8%	-6%	9%
O=c1[nH]c(=O)n(Cc2ccccc2)c(O)c1/C=N/NCCO	/	/	5%	/	-12%[10 µM]	-2%[9.22 µM]	/
Cc1ccsc1C(=O)C1CCCN(Cc2ccn[nH]2)C1 (stereo not given)	/	8%	5%	/	3%[10 µM]	3%[9.22 µM]	/
CC(C)NC[C@H](O)c1ccc(N)c(C#N)c1	0%	1%	7%[21.7 µM]	/	-10%	/	/
CN(C)S(=O)(=O)c1cc(NC(=O)COC(=O)Cc2ccccc2)ccc1Cl	2%	-3%	-1%	-11%	1%[10 µM]	5%	12%
N#Cc1c(/N=C/c2ccc(O)cc2O)sc2c1C1CCN2CC1	1%	17%	-12%	-14%[1.84 µM]	-5%[10 µM]	0%	-13%
CCN(CC)P(=O)(c1n(CC)cc[n+]1CC)N(CC)CC	-2%	-7%	25%	6%	-25%	18%	-3%[46 µM]
COc1ccc(C(=O)C(C)(C)NO)cc1	-6%	-7%[38.3 µM]	1%	-7%	6%	-6%	-9%
CN(C)CCN=Cc1c(O)n(CCC2=CCCCC2)c(=O)[nH]c1=O	9%	-8%[38.3 µM]	4%	-6%	-3%	10%	-2%
CC1OC1P(=O)(O)O (stereo not given)	-3%&-4%	8%&23%	11%&9%	-14%&-2%	-67%[inhibitor]	0%	?
COC(=O)c1c(C)n(Cc2ccccc2)c2ccc(O)cc12	-1%	23%	-7%	/	-5%[10 µM]	-2%[9.22 µM]	16%[46 µM]
CC1(C)C(=O)[C@@H]2OC2[C@@]2(C)C1CC(O)[C@]1(C)C2CC[C@@]2(C)C(c3ccoc3)OC(=O)C3OC312 (stereo not given in full)	-3%	3%	/	-6%	/	/	?
CCOc1ccc(Cc2c(O)[nH]c(=O)[nH]c2=O)cc1	0%	18%[38.3 µM]	4%	-7%	10%	13%	10%
O=C1NC(=O)C(C(CC(=O)c2ccccc2)c2ccccc2)C(=O)N1 (stereo not given)	-2%	5%	8%	/	11%[10 µM]	0%[9.22 µM]	19%[46 µM]
C=CCn1c(O)c(/C=N/N2CCCCC2c2cccnc2)c(=O)[nH]c1=S (stereo not given)	-5%	7%	4%	9%	20%[10 µM]	-10%	-7%
C=CCN1C(=O)C2(C(C(=O)OCC)=C(N)Oc3c2c(=O)oc2ccccc32)c2ccccc21 (stereo not given)	-1%	2%	0%	9%	-4%[10 µM]	4%	?
c1ccc2c(c1)[I+]c1ccccc1-2	-5%&-2%	15%&21%&26%	?	-82%&-58%[inhibitor]	-114%[inhibitor]	/	?
O=C(Oc1ccccc1)N1CCC2(CC1)CCN(C(c1ccccc1)c1ccccc1)CC2	0%	17%	/	1%	-1%	/	/
O=C1NC(=O)N(Cc2ccco2)C(=O)/C1=C\c1cccn1CCOc1ccc(Cl)cc1	2%	20%	?	-5%	-6%[10 µM]	22%	?
CC(=O)Oc1ccc(Cl)c2cccnc12	-4%	16%	1%	-7%	/	/	/
CCCN(C/C=C\I)[C@@H]1CCc2ccc(O)cc2C1	-1%	27%	2%[21.7 µM]	/	26%	/	/
CC1(C)C(C=C(Cl)Cl)C1C(=O)OC(C#N)c1cccc(Oc2ccccc2)c1 (stereo not given)	-11%[39.9 µM]	0%&10%	?	-11%	-11%&1%	/	/
CN1CC[C@@H]2CN3CCc4cccc(c43)[C@@H]2C1	/	28%	9%	-4%	-36%[inhibitor]	/	/
CC(C(=O)Nc1ccc(Br)cc1C(=O)c1ccccc1)N1CCOCC1 (stereo not given)	3%	-19%[38.3 µM]	-5%	-20%	-28%	8%	-6%
N[C@@H](Cc1c[nH]c2ccccc12)c1nnc(SCc2ccccc2F)o1	-3%	-8%[38.3 µM]	-11%	3%	3%	6%	-5%
C[C@@]1([C@@H](NP(=O)(c2ccccc2)c2ccccc2)c2ccccc2)C[C@H]1CCO	-3%&3%	11%&-3%	1%[2.36 µM]	-1%&-12%	2%	-13%	12%
Cc1ccc(-c2nc(N(C)C3CCN(C)CC3)c3ccccc3n2)cc1	-6%	13%[38.3 µM]	1%	2%	-36%	-27%	-10%
Cn1c(C(=O)N2CCC(C(=O)N3CCC4(CC3)OCCO4)CC2)cc2sccc21	-5%	6%[38.3 µM]	-1%	18%	17%[10 µM]	5%	-5%
CC1(C(=O)O)C2CCC(O2)C1(C)C(=O)O (stereo not given)	-9%	18%	-5%	-101%[inhibitor]	/	/	?
CC(=O)[C@]1(O)CCC2C3CCC4=CC(=O)CC[C@@]4(C)C3CC[C@]21C (stereo not given in full)	-6%	16%	/	0%	/	/	-5%
O=[N+]([O-])c1cccc(O)c1	/	4%	2%[21.7 µM]	-5%	25%	/	/
CS(=N)(=O)CC[C@@H](N)C(=O)O (stereo not given in full)	2%[17.1 µM]	4%	13%[21.7 µM]	-4%[20.6 µM]	?	/	-10%
CC(C)n1cnc2c(C(=O)N[C@H]3CN4CCC3CC4)cc(Cl)cc21	2%	-8%&30%	10%	-7%	-106%&-9%[inhibitor]	/	/
CC1=C(C(=O)N2CCC3(CC2)OCCO3)C2(CCC(C)CC2)OC1=O (stereo not given)	0%	7%[38.3 µM]	7%	-4%	10%[10 µM]	-6%	-9%
COc1cc(N2CCOCC2)ccc1/C=C1\C(=O)NC(=O)N(Cc2cccs2)C1=O	-6%	0%	-4%	6%	-35%[inhibitor]	-24%	/
Cc1ccc(CN2C(=O)NC(=O)C3(Cc4c(nc5ccccn5c4=O)N4CCCCCC43)C2=O)cc1 (stereo not given)	4%	29%[38.3 µM]	-8%	18%	-31%	-31%	-4%
CC(C(=O)c1c[nH]c2ccccc12)N1CCOCC1 (stereo not given)	/	/	7%	/	7%[10 µM]	-20%[9.22 µM]	/
Cc1cccc(CN2CCN(Cc3ccc(Cl)cc3)CC2)c1	2%	43%[activator][38.3 µM]	10%	-6%	-14%	0%[1.84 µM]	-1%
CC(C)N1CCN(c2ccc(O)cc2)CC1	1%	7%	-2%	13%	9%[0.074 µM]	15%	-18%
CC(=O)OC(CC(=O)O)C[N+](C)(C)C (stereo not given)	-3%	-2%	14%	13µM*	/	3%	?
C=CC(=O)OCC(CC)CCCC (stereo not given)	/	-16%	18%[21.7 µM]	5%	41%	/	/
COc1c(C)cc(C(=O)C2CCCN(Cc3ccccn3)C2)cc1C (stereo not given)	-5%	25%	-5%	/	-9%[10 µM]	9%[9.22 µM]	/
CSc1nn(-c2ccc(C(=O)OCC(=O)NC(=O)NC(C)C)cc2)c(=S)s1	2%	17%	-18%	12%	-4%[0.074 µM]	10%	?
c1cncc(C2=NCCC2)c1	-1%[17.1 µM]	-7%&1%	-10%	-3%	28%	/	-8%
CC(=NCc1ccc2c(c1)OCO2)c1c(O)[nH]c(=O)[nH]c1=O	0%	2%[38.3 µM]	0%	7%	-22%[0.074 µM]	?	-18%
CCC(=NCCc1c[nH]c2ccccc12)c1c(O)n(-c2ccc(C)cc2)c(=O)[nH]c1=O	3%	11%	2%	-25%	-23%[10 µM]	?	?
C=CCC1C(=O)NC(=S)NC1=O	0%	1%	2%	2%	-30%	-16%	/
O=P(N1CCCCC1)(N1CCCCC1)C(Cl)(Cl)Cl	1%	28%[38.3 µM]	3%	-8%	1%	-3%	2%
CCC(C)C12CN3CCN(CC(C)(C3)C1O)C2 (stereo not given)	-3%	-3%	-2%	-3%	-23%	-5%	/
O=C(O)CCCC[C@H]1SC[C@H]2NC(=O)N[C@@H]21	1%[17.1 µM]	6%	?	7%[20.6 µM]	-75%[inhibitor][17.1 µM]	/	?

Next part.
Compound	KinaseGlo FLuc	IMPase Li cell	CBFb-RUNX1 inh	SMN2 splice enh	HTT ATP protect	HttQ103 aggreg	LMNA splice mod
CN1CCC2=C[C@@H](O)[C@@H]3OC(=O)c4cc5c(cc4C3C21)OCO5 (stereo not given in full)	-1%	11%	-4%	-14%	?	/	/
N#Cc1nn(-c2c(Cl)cc(C(F)(F)F)cc2Cl)c(N)c1S(=O)C(F)(F)F (stereo not given)	0%[39.9 µM]	16%&-17%&3%&11%	6%&21%&21%&-5%	-21%&-20%&-45%	-69%&-83%&-33%[inhibitor]	2%	?
CC1=NN(c2ccccc2)C(=O)[C@@H]1N=Nc1ccc([As](=O)(O)O)c(O)c1	-3%[7.66 µM]	1%	/	7%[9.22 µM]	-4%[10 µM]	/	/
Cc1[nH]c2ccccc2c1C(=O)CN1CC=C(c2ccccc2)CC1	4%	1%	-12%	-24%	/	15%	?
COc1ccc(NC2=NCC(C)S2)cc1 (stereo not given)	-1%	11%	10%	21%	-38%[inhibitor]	-6%	?
O=P(Nc1cccnc1)(Oc1ccccc1)Oc1ccccc1	-5%	14%	5%	4µM*	-11%[10 µM]	0%	3%
CCCCSC1=NN1c1nc(N)nc(C)c1CC	-4%	-1%[38.3 µM]	-3%	0%	2%[10 µM]	4%	16%

Record cards (already shown):
CN(C)S(=O)(=O)c1cc(NC(=O)COC(=O)Cc2ccccc2)ccc1Cl reads KinaseGlo FLuc = 2%; IMPase Li cell = -3%; CBFb-RUNX1 inh = -1%; SMN2 splice enh = -11%; HTT ATP protect = 1%[10 µM]; HttQ103 aggreg = 5%; LMNA splice mod = 12%
CN1CCC2=C[C@@H](O)[C@@H]3OC(=O)c4cc5c(cc4C3C21)OCO5 (stereo not given in full) reads KinaseGlo FLuc = -1%; IMPase Li cell = 11%; CBFb-RUNX1 inh = -4%; SMN2 splice enh = -14%; HTT ATP protect = ?; HttQ103 aggreg = /; LMNA splice mod = /

Source: PubChem BioAssay (National Center for Advancing Translational Sciences (NCATS))
